Source: PubChem (The Scripps Research Institute Molecular Screening Center)
SRC1 TRFRET art: TR-FRET detection interference compounds, primary screen, artefact control for PPARgamma SRC-1 recruitment agonists, biochemical, TR-FRET emission ratio; 99,000 compounds, 0.34% hits; TR-FRET ratio at 8 µM; TR-FRET detection artefact counter-screen; hits give high values; in the data active means TR-FRET ratio above about 2300; further: inactives centre near 1800
SRC3 TRFRET art: TR-FRET detection interference compounds, artefact control for PPARgamma SRC-3 recruitment agonists, biochemical, TR-FRET ratio; 99,000 compounds, 0.39% hits; TR-FRET ratio at 8 µM; TR-FRET artefact counter-screen, PPARgamma/SRC-3 format; hits give high values; in the data active means TR-FRET ratio above about 2000; further: inactives centre near 1600
The depositor's hits bear a star.

SMILES | SRC1 TRFRET art | SRC3 TRFRET art
COC(c1ccccc1)c1nnc(CCC(=O)N(C)Cc2cccc(-n3cccn3)c2)o1 (stereo not drawn) | 1736 | 1806
CCC(C)OC(=O)C[N+](C)(C)CCOC1CC2CCC1(C)C2(C)C (stereo not drawn) | 1907 | 1433
CCOC(=O)C(=CNc1ccc(NC2=NCC(C)S2)cc1)C(=O)OCC (stereo not drawn) | 2004 | 1535
Cc1ccc(NS(=O)(=O)c2cccs2)cc1S(=O)(=O)N1CCCCCC1 | 2400* | 1708
CCN(CC)S(=O)(=O)c1ccc(N2CCOCC2)c(NC(=O)Cc2ccccc2F)c1 | 1389 | 1522
Fc1ccc(NC(=S)N2CCCC2)cc1Cl | 1856 | 1756
OCCC1CN(CC#Cc2ccccc2)CCN1C1CCCC1 (stereo not drawn) | 1838 | 1508
O=C(Nc1ccc(CN2CCOCC2)cc1)c1ccc(N2CCCC2)c([N+](=O)[O-])c1 | 2016 | 1530
CCO[C@@H]1OC(C(=O)NCc2nc3ccccc3[nH]2)=C[C@H](c2csc3ccccc23)[C@H]1CCCO | 1771 | 1493
CCOC(=O)c1c(CSc2cccs2)n(C)c2cc(Br)c(O)c(CN(C)C)c12 | 1744 | 1393
CCOC(=O)C1(CC2CC2)CCN(Cc2cn(C)c3ccccc23)CC1 | 1758 | 1660
CCOc1ccccc1NC(=O)CSc1nnc2ccc(-c3cccnc3)nn12 | 1834 | 1380
c1ccc2sc(N3CCCN(Cc4nc(-c5cnccn5)no4)CC3)nc2c1 | 1982 | 1743
CC(=O)Nc1ccc(OCCC[n+]2cccc(C(=O)[O-])c2)cc1 | 1864 | 1562
CN(C)c1c(N)c(=O)oc2ccccc12 | 1992 | 1742
CCC1CSC(Nc2ccc(C(=O)/C=C/c3ccc(Br)cc3)cc2)=N1 (stereo not drawn) | 2022 | 1554
CC(CC(=O)NC(C)c1ccc2c(c1)OCCO2)c1ccccc1 (stereo not drawn) | 1839 | 1649
O=[N+]([O-])/C=C/c1cn(Cc2ccc(Cl)cc2)c2ccccc12 | 1723 | 1477
Fc1ccccc1NC(=S)N1CCN(C/C=C/c2ccccc2)CC1 | 1698 | 1547
O=S(=O)(c1ccccc1)n1c(C(O)c2ccccn2)cc2ccccc21 (stereo not drawn) | 1834 | 1507
O=C(COC(=O)c1ccccc1)Nc1ccc(Cl)cn1 | 1896 | 1787
CCc1nnc(NC(=O)C2CC(=O)N(c3ccc4c(c3)OCCO4)C2)s1 (stereo not drawn) | 1912 | 1618
Cc1ccccc1N(CC(=O)NCc1ccco1)C(=O)CCC(=O)Nc1nccs1 | 1883 | 1809
COc1ccc(NC(=O)COC(=O)COc2ccc(Br)cc2)cc1 | 1631 | 1598
Fc1cccc(CSc2ccc(-c3ccco3)nn2)c1 | 2004 | 1592

The list goes on:
SMILES | SRC1 TRFRET art | SRC3 TRFRET art
O=C(Nc1ccc(OC(F)F)c(Cl)c1)[C@@H]1CCCN1C(=O)c1cccs1 | 1949 | 1621
COc1ccc(N(C)S(=O)(=O)c2c(C)noc2C)c(OC)c1 | 1832 | 1721
COc1cccc(NC(=O)Nc2nccc(C)n2)c1 | 1981 | 1504
CCn1c(-c2nn(-c3ccc(C)cc3)ccc2=O)n[nH]c1=S | 1665 | 1454
Cc1cccc(C(CC(=O)NCCc2ccccc2)c2ccccc2)c1O (stereo not drawn) | 1782 | 1567
COc1ccc(/C=N/NS(C)(=O)=O)c(OC)c1 | 2017 | 1607
COC(=O)c1c(NC(=O)CC2Nc3cc(C)c(C)cc3NC2=O)sc(C)c1C (stereo not drawn) | 1720 | 1516
Cc1cccn2c(CNCC3OCCc4ccccc43)c(C(=O)N3CCCCC3)nc12 (stereo not drawn) | 1681 | 1532
CC1(C)CC(=O)C2=C(C1)N(c1cccnc1)C(N)=C(C#N)C2c1cccs1 (stereo not drawn) | 1717 | 1578
O=C(CC(NCc1ccccn1)C(=O)O)Nc1ccccc1Cl (stereo not drawn) | 1768 | 1545
COC(=O)c1cc(OC)c(OC)cc1NCC(=O)Nc1cccc(C(F)(F)F)c1 | 1942 | 1617
O=c1c(S(=O)(=O)c2ccc(Cl)cc2)cn(Cc2cccc(F)c2)c2ccc(F)cc12 | 1605 | 1520
O=C(NCCO)/C(=C/c1ccc2c(c1)OCO2)NC(=O)c1ccc(Br)cc1 | 1588 | 1485
CCc1cc(OCCCCNCc2ccccc2)ccc1Cl | 1881 | 1463
COC(=O)c1ccccc1NC(=O)CSc1nc(C)cc(C)n1 | 1788 | 1442
Cc1ccc(OCCC(=O)OCC(=O)NCCc2ccccc2)cc1 | 1794 | 1442
CC1(C)NC(=O)N(c2ccccc2Cl)C1(C)NO (stereo not drawn) | 1910 | 1429
CN(CC(=O)N1CCN(c2cccc(Cl)c2)CC1)S(=O)(=O)c1cnc[nH]1 | 1713 | 1690
Cc1ccc2c(c1)NC(=O)C(CC(=O)NCCCN1CCN(c3cc(Cl)ccc3C)CC1)O2 (stereo not drawn) | 1932 | 1625
Cc1ccc(C)c(NC(=S)N(Cc2ccco2)C(C)c2cccs2)c1 (stereo not drawn) | 1726 | 1601
CN(CC(=O)NCCc1ccc(S(N)(=O)=O)cc1)c1ccccc1 | 1973 | 1616
S=C(N/N=C/c1ccc2ncccc2c1)Nc1cccnc1 | 1829 | 1536
CCc1cc2c(=O)n(CC(=O)NCCc3ccc(OC)c(OC)c3)cnc2s1 | 1652 | 1704
c1ccc(-n2c(-c3cccs3)nc3nc4ccccc4nc32)cc1 | 2093 | 1352
N#Cc1c(NC(=O)/C=C/c2ccco2)sc2c1CCCC2 | 1755 | 1506

Looked up above.
Entry of `COC(=O)c1ccccc1NC(=O)CSc1nc(C)cc(C)n1` in SRC3 TRFRET art: 1442
Entry of `Cc1ccc(OCCC(=O)OCC(=O)NCCc2ccccc2)cc1` in SRC1 TRFRET art: 1794
Entry of `CN(CC(=O)N1CCN(c2cccc(Cl)c2)CC1)S(=O)(=O)c1cnc[nH]1` in SRC3 TRFRET art: 1690

Next section:
SMILES | SRC1 TRFRET art | SRC3 TRFRET art
Cc1cc(/C=C2\C(=N)N3N=C(S(C)(=O)=O)SC3=NC2=O)c(C)n1Cc1ccccc1 | 1825 | 1649
CCOc1nc(-c2ccccc2)ccc1-c1noc(COc2ccccc2)n1 | 1678 | 1458
CC(C)N(C(=O)CSc1nnc(Cc2csc(Nc3ccccc3)n2)o1)C(C)C | 1816 | 1689
CS(=O)(=O)Nc1ccc(C2=NN(C(=O)c3ccco3)C(c3ccc(F)cc3)C2)cc1 (stereo not drawn) | 1660 | 1671
O=C(CN1CCN(S(=O)(=O)c2ccccc2F)CC1)Nc1ccccc1C(=O)c1ccccc1 | 1921 | 1574
COC(=O)c1ccc2c(=O)n(-c3ccccc3F)c(=S)[nH]c2c1 | 1500 | 1582
N#CCC(=O)Nc1ccc(C(=O)OCC(=O)Nc2ccccc2-c2ccccc2)cc1 | 2024 | 1667
C=CCO/N=C/C1=C(O)C(C(=O)OC)C(C)(C)CC1=O (stereo not drawn) | 1872 | 1462
O=S(N1CCCCC1)C12CC3CC(CC(C3)C1)C2 (stereo not drawn) | 1611 | 1505
CC1=CC2=NC(=O)/C(=C\c3ccc(-c4cccc(Cl)c4)o3)C(=N)N2O1 | 1804 | 1667
CCCN1CCC(NC(=S)Nc2ccc(OC)c(OC)c2)CC1 | 1821 | 1349
O=C(COC(=O)CCC(=O)c1ccc(Cl)cc1)NCc1ccco1 | 1816 | 1546
COc1ccc(N2CCN(C(=S)NC(=O)c3cccs3)CC2)c([N+](=O)[O-])c1 | 1834 | 1577
CC(C)OC(=O)c1cc2c(=O)[nH]c(C(Cl)(Cl)Cl)nc2o1 | 1855 | 1725
CCOC(=O)c1ccc(NC(=O)c2cc(F)c(F)cc2Cl)cc1 | 1803 | 1687
CC(OC(=O)c1ccccc1NS(=O)(=O)c1cccc(C(F)(F)F)c1)C(=O)N(C)Cc1ccccc1 (stereo not drawn) | 1863 | 1740
CN(C)CC(=O)N1CCc2ccccc2C1 | 1878 | 1471
COC(=O)C1=C(N)OC2=C(C(=O)CC(C)(C)C2)C1c1ccccc1OCC#N (stereo not drawn) | 1432 | 1631
CCOC(=O)c1c(NC(=O)C(=O)N/N=C/c2ccc(O)c(OC)c2)sc2c1CCCCC2 | 1612 | 1630
O=C1C2CCCN2C(=O)N1CCCCN1CCN(c2ccc(F)cc2)CC1 (stereo not drawn) | 1713 | 1406
C[n+]1c2n(c3ccccc31)N=C(c1ccccc1)CS2 | 1629 | 1537
CNC(=O)c1cc(C(=O)c2ccccc2C(F)(F)F)c[nH]1 | 1704 | 1400
Nc1nc(NC(=O)Cc2ccccc2)nn1-c1ccccc1 | 1555 | 1606
Cc1cc(C)c(C(=O)CN2C(=O)NC3(CCCCCC3)C2=O)cc1C | 1734 | 1587
O=C(Nc1ccc(Cl)cc1F)c1cc(S(=O)(=O)N2CCCCC2)ccc1F | 2003 | 1827

Quoted at random: 3 entries already listed
SMILES | SRC1 TRFRET art | SRC3 TRFRET art
COC(=O)c1ccc2c(=O)n(-c3ccccc3F)c(=S)[nH]c2c1 | 1500 | 1582
COC(=O)C1=C(N)OC2=C(C(=O)CC(C)(C)C2)C1c1ccccc1OCC#N (stereo not drawn) | 1432 | 1631
O=C(COC(=O)CCC(=O)c1ccc(Cl)cc1)NCc1ccco1 | 1816 | 1546

(next part)
SMILES | SRC1 TRFRET art | SRC3 TRFRET art
CCOC(=O)Cn1c(=O)oc2ccc(C)cc21 | 1594 | 1537
O=C1c2cccc([N+](=O)[O-])c2C(=O)N1c1ccccc1 | 1775 | 1530
Cn1nc(-c2ccccc2)c(CO)c1Oc1cccc(C(F)(F)F)c1 | 1650 | 1559
COc1cccc(CN2CCN(Cc3ccc(C)o3)CC2CCO)c1 (stereo not drawn) | 1525 | 1562
COC(=O)c1cc(=O)c2c(C)nc(C(Cl)(Cl)Cl)nc2[nH]1 | 1679 | 1422
Cc1ccc(CSCC(=O)N2CCCC2)cc1 | 1919 | 1693
CCC(CO)NCc1ccc(-c2ccccc2)cc1 (stereo not drawn) | 1696 | 1515
CCOC(=O)c1sc(=NC(=O)COc2ccc(Cl)cc2)n(C)c1C | 1669 | 1434
CCc1ccc(-c2csc3ncn(CC)c(=O)c23)cc1 | 1789 | 1743
CCOC(=O)N1CCC(NC(=O)C(NS(=O)(=O)c2ccc3c(c2)CCN3C(C)=O)C(C)C)CC1 (stereo not drawn) | 1899 | 1416
CCOC(=O)c1c(C)[nH]c(C(=O)COC(=O)/C=C/c2ccc3c(c2)OCO3)c1C | 1757 | 1448
N#Cc1ccc(-c2ccc(OCC(=O)NCCc3ccccc3)cc2)cc1 | 1735 | 1535
O=C(Cn1cc(CCO)nn1)N1CCNCC1 | 1697 | 1489
Nc1cc(N2CCCC2)ccc1[N+](=O)[O-] | 1964 | 1623
Cc1ccc(C(=O)/C=C\NCc2ccccc2)cc1 | 1659 | 1554
c1ccc2[nH]c(-c3ccnc4ccccc34)nc2c1 | 1993 | 1464
CCOC(=O)c1sc2nc3c(SCCC(=O)O)cc(C(=O)c4cc(OC)ccc4O)cn3c(=O)c2c1C | 1992 | 1654
Cc1nc(SCC(=O)Nc2cc(Cl)ccc2[N+](=O)[O-])nc(C)c1C | 1812 | 1409
CC(=O)Nc1nc(Cn2nnc(-c3ccc4c(c3)OCO4)n2)nc(N(C)C)n1 | 1915 | 1681
COc1cc2c(cc1OC)C(C)N(C(=S)NC(=O)c1ccccc1)CC2 (stereo not drawn) | 1541 | 1404
CCOC(=O)N1CCN(C(=O)CSc2ccc3nnc(-c4cccnc4)n3n2)CC1 | 1861 | 1675
COc1ccc(/C=N/NC(=O)Cn2cc(C(F)(F)F)ccc2=O)cc1 | 1875 | 1668
CSc1nnc(-c2cc(Br)ccc2N=Cc2c(C)[nH]n(-c3ccccc3)c2=O)c(=O)[nH]1 | 1682 | 1588
O=c1ccc2cc(O)c(O)cc2o1 | 1792 | 1917
CC1=C(C(=O)OC(C)C)C(c2cccs2)NC(=S)N1 (stereo not drawn) | 1799 | 1616

Ordered by molar mass (smallest number first): 3 of the compounds above
SMILES | SRC1 TRFRET art | SRC3 TRFRET art
CCc1ccc(-c2csc3ncn(CC)c(=O)c23)cc1 | 1789 | 1743
COc1ccc(/C=N/NC(=O)Cn2cc(C(F)(F)F)ccc2=O)cc1 | 1875 | 1668
CCOC(=O)c1sc2nc3c(SCCC(=O)O)cc(C(=O)c4cc(OC)ccc4O)cn3c(=O)c2c1C | 1992 | 1654

More records
SMILES | SRC1 TRFRET art | SRC3 TRFRET art
COc1cc(S(=O)(=O)Nc2ccccc2)ccc1N=Cc1c(C)[nH]n(-c2ccc(C)cc2)c1=O | 1745 | 1576
COc1ccc(Cn2c(=S)[nH]c3cc(C(=O)NCc4cccnc4)ccc3c2=O)cc1 | 1884 | 1565
CCCCC(=O)N(Cc1ccc2c(c1)OCO2)Cc1nc2ccccc2c(=O)[nH]1 | 1494 | 1696
O=C(N/C=C/c1ccco1)OCc1ccccc1 | 1736 | 1490
COc1ccc(Cl)cc1NC(=S)NNC(=O)CC(C)C | 1738 | 1652
COCCCNC(=S)N1CCN(c2ccc([N+](=O)[O-])cc2)CC1 | 1715 | 1601
CCOC(=O)c1cc2c(=O)n3cccc(C)c3nc2n(C)c1=N | 1776 | 1648
CN(Cc1ccccc1)C(=O)COC(=O)C1=NNC(=O)CC1 | 1984 | 1751
Cc1cccc(N=C2NC(=O)S/C2=C\c2ccco2)c1 | 2337* | 1601
C/C(=N\OC(=O)c1ccc(Br)cc1)c1ccccn1 | 1616 | 1367

Compound profiles (already shown). Screens in order: SRC1 TRFRET art	SRC3 TRFRET art
Record of CCOC(=O)Cn1c(=O)oc2ccc(C)cc21 : 1594	1537
Record of CCOC(=O)c1sc2nc3c(SCCC(=O)O)cc(C(=O)c4cc(OC)ccc4O)cn3c(=O)c2c1C : 1992	1654
Record of Cc1cc(/C=C2\C(=N)N3N=C(S(C)(=O)=O)SC3=NC2=O)c(C)n1Cc1ccccc1 : 1825	1649
Record of COC(=O)c1c(NC(=O)CC2Nc3cc(C)c(C)cc3NC2=O)sc(C)c1C (stereo not drawn) : 1720	1516
Record of CC1(C)CC(=O)C2=C(C1)N(c1cccnc1)C(N)=C(C#N)C2c1cccs1 (stereo not drawn) : 1717	1578

An excerpt (hit frequency here may not be typical).
